Assay outcomes: PubChem BioAssay, National Center for Advancing Translational Sciences (NCATS)
D3 ag = D3 dopamine receptor (human) agonism; P35462; D3R DiscoveRx beta-arrestin cells, luminescence, 90 min; max activation, %; 410,000 tested, 0.58% active; AID 652048; in the data active = max activation above about 30%; note: 0% is about no effect; mostly tested at two doses, the higher about 12 µM
Target sequence (P35462 whole entry, looked up): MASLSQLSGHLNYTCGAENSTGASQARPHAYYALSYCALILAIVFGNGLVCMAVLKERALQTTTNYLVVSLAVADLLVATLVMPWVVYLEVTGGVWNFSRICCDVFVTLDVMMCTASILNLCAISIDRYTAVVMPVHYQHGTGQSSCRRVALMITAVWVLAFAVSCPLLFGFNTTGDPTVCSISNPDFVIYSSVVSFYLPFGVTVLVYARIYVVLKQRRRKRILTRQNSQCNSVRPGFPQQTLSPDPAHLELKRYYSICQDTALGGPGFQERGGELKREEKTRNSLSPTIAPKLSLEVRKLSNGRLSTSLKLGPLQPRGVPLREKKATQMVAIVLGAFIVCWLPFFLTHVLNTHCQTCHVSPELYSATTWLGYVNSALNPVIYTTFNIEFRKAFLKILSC
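Cells at 1500/well, incubated overnight, then treated with pinned compounds (dopamine as control) for 90 min at 37 degrees C. DiscoveRx reagent added for 30 - 60 minutes at room temperature; luminescence read.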
DRD3 antagonist = blocks the human D3 dopamine receptor; D3R cells, DiscoveRx beta-arrestin luminescence, antagonist mode; stronger effect = lower value; max response, negative = inhibition, %; 360,000 tested, 2.5% active; AID 652054; in the data active = max response below about -50%; inconclusive = no clear call, values can overlap the other calls; note: % is set by controls: 0 for no effect and ±100 for the full control effect; mostly tested at two doses, the higher about 12 µM
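Cells plated overnight at 1500 cells/well, then exposed to library compounds with dopamine controls for 90 minutes at 37 degrees C. DiscoveRx reagent added for 30–60 minutes at room temperature; luminescence read, quantitative HTS format.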
HT1080-NT tox = kills 2HG-producing HT-1080-NT fibrosarcoma cells. HT-1080-NT fibrosarcoma viability, CellTiter-Glo ATP luminescence, 48 h. Potency, µM (doses to about 46.1 µM), without a hit: at the highest dose activity, negative = less viability, most hits filed as cytotoxic. 360,000 tested, 1.6% active. AID 686970;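 note: NT is the 2HG producing partner of a matched IDH1 knockdown line; potency is the fitted concentration of half-maximal effect; 0% = DMSO-treated cells and -100% = media-only wells without cells; nearly all actives have a fitted effect of over 55% in size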
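A 48-hour cytotoxicity screen used HT-1080-NT cells plated 2 hours before compound delivery. ATP-based CellTiter-Glo luminescence measured viability, normalized to DMSO and no-cell controls.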
IL-1B inflam inh = inflammasome signaling inhibition, IL-1 beta readout. THP-1 LPS/ATP IL-1B secretion, AlphaLISA, 16 h; stronger effect = lower value. 360,000 tested, 4.7% active. activity change, % at 57.5 µM; in the data active = activity change below about -50%; inconclusive = mostly about -30% to -49%; note: % is set by controls: 0 for no effect and ±100 for the full control effect
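THP-1 cells pretreated 1 hr with compounds (up to 57.5 uM final), then stimulated with LPS (250 ng/mL final) plus ATP (1.25 mM final); secreted IL-1B measured by AlphaLISA after 16 hr, decreased signal indicating inhibition.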
KB-3-1 cytotox = kills parental KB-3-1 adenocarcinoma cells; KB-3-1 viability, CellTiter-Glo ATP luminescence, 72 h; Potency, µM (titrated, usually from 46.1 µM), for the others: at the top dose activity change, negative = cytotoxic, usual class: cytotoxic; 400,000 tested, 1.4% active; AID 1347075; note: potency is the fitted concentration of half-maximal effect; % is set by controls: 0 for no effect and ±100 for the full control effect; nearly all actives have a fitted effect of over 60% in size
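Parental KB-3-1 viability, qHTS format: 72 h compound exposure, 37 °C; CellTiter-Glo; media-only wells and DMSO plates as controls; concentration-effect fits on corrected data.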
HT1080 IDH1KD tx = HT-1080 IDH1 knockdown cell toxicity (counter line) | AID 686971 | Potency, µM (top dose mostly 46.1 µM), for the others: at the top dose activity, negative = toxicity, most hits filed as cytotoxic | HT-1080 IDH1 knockdown viability, ATP luminescence, 48 h | 360,000 tested, 2% active;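 note: potency is the fitted concentration of half-maximal effect; 0% = DMSO wells and -100% = cell-free medium wells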
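Using the IDH1-knockdown HT-1080 line run in the same batch and compound series as the NT line, viability after 48 h at 37 °C was determined by CellTiter-Glo luminescence and expressed as % activity.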
SW480 rerep = DNA re-replication induction in SW480 cells; SW480 DNA re-replication, Hoechst DNA content imaging, 48 h; 340,000 tested, 1.8% active; Potency, µM (doses to about 46.1 µM), for the others: at the highest dose re-replication activation, most hits filed as activators; note: potency is the fitted concentration of half-maximal effect; % of control where 0% means no effect; nearly all actives have a fitted effect of over 55% in size
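Image-based DNA-content assay: after two days of treatment, nuclei were labelled with the DNA dye Hoechst and imaged, and hits were compounds raising the count of nuclei showing high fluorescence intensity.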
GLP1R ag = agonists of human GLP-1 receptor; P43220; HEK293 GLP-1R CRE-luciferase, luminescence, 4-6 h; cells express a hypersensitive GLP-1R form; Potency, µM (highest dose often 45.6 µM), for inactives: at the highest dose activation, hits mostly activators; 380,000 tested, 0.007% active; note: potency is the fitted concentration of half-maximal effect; % of control where 0% means no effect
Target sequence (P43220 whole entry, looked up): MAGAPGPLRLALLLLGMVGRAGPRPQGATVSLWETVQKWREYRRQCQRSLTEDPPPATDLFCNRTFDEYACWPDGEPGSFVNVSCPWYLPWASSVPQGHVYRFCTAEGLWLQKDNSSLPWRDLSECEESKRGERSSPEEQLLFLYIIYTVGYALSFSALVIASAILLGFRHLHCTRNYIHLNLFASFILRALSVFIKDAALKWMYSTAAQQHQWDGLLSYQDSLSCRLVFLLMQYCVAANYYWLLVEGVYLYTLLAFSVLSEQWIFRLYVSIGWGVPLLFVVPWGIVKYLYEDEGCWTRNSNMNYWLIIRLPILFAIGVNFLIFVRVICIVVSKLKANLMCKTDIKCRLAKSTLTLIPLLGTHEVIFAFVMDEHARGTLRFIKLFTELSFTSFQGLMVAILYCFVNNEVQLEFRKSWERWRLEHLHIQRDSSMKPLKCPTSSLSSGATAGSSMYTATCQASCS
KB-V1 cytotox = kills drug-selected multidrug resistant KB-V1 cells; KB-V1 MDR cells viability, CellTiter-Glo, 72 h; Potency, µM (titrated, usually from 46.1 µM), for inactives: at the top dose activity change, negative = cytotoxicity, most hits filed as cytotoxic; 400,000 tested, 3.4% active; note: potency is the fitted concentration of half-maximal effect; % is set by controls: 0 for no effect and ±100 for the full control effect; nearly all actives have a fitted effect of over 60% in size
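Readout: CellTiter-Glo luminescence, 10 min after addition. Cells: KB-V1 MDR subline, 72 h at 37 degrees C with compound. Analysis: corrected, normalized data fitted to concentration-effect curves.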
* = called active by the depositor; ? = inconclusive; · = no result given; [ ] = remark or other dose. Unless noted, calls come from the whole dose curve; as a rule, active = well fitted curve in the direction sought with a large enough effect; inconclusive = small, poorly fitted or top-dose-only effect, or another doubt; inactive = no such curve, though single readings can be large; an effect the other way counts as inactive or inconclusive.

SMILES	D3 ag	DRD3 antagonist	HT1080-NT tox	IL-1B inflam inh	KB-3-1 cytotox	HT1080 IDH1KD tx	SW480 rerep	GLP1R ag	KB-V1 cytotox
Cc1ccc(S(=O)(=O)NCCCCCC(=O)N(C)C)cc1	1	12	-6%	4	3%	0%	-15%	-12%	-25%
Cc1cc(C)c(C(=O)N2CCCC(CNS(=O)(=O)c3cccs3)C2)o1 (centres undefined)	-6	-7	5%	9	4%	5%	-10%	0%	-8%
C=CCNC(=O)c1onc(CSc2ccc(F)cc2)c1C(=O)NCCOC	15	10	10%	-1	16%	0%	-4%	2%	0%
Cc1ccc(-n2c(=O)[nH]c3c(C(N)=O)nc(C(C)C)nc32)cc1	-6	0	-5%	70	-12%	-4%	?	11%	-21%
Cc1ccc(CSc2nnc(-c3ccccn3)n2N)cc1	-13	-2	2%	-21	3%	3%	-21%	7%	-7%
Cc1ccc(S(=O)(=O)N2CCCC(C(=O)N3CCN(C)CC3)C2)cc1 (centres undefined)	1	17	8%	9	·	11%	-2%	-5%	·
Cc1cc(NC(=O)c2ccc(S(=O)(=O)N(C)C)cc2)n(-c2ccccn2)n1	10	37	1%	-14	2%	-5%	1%	-10%	-5%
COCCn1nnnc1C(c1cc2cccc(C)c2[nH]c1=O)N1CCN(c2ccccc2F)CC1 (centres undefined)	-2	-54*	1%	9	-17%	3%	-5%	6%	7%
CC(=O)c1cc2c(cc1NC(=O)CCc1ccccc1)OCO2	-1	14	4%	33	5%	3%	-1%	-1%	-3%
CCOc1cccc2sc(=NC(=O)CCS(=O)(=O)c3ccc(F)cc3)n(C)c12	4	0	-1%	-24	-17%	-4%	2%	-1%	-14%

Next part
SMILES	D3 ag	DRD3 antagonist	HT1080-NT tox	IL-1B inflam inh	KB-3-1 cytotox	HT1080 IDH1KD tx	SW480 rerep	GLP1R ag	KB-V1 cytotox
CCc1ccc([C@H]2[C@@H]3C(=O)C[C@@H]4C(=O)N(C5CCCCC5)C(=O)[C@@H]4[C@@H]3CN2S(=O)(=O)c2ccc(C)cc2)cc1	-5	0	7%	?	0%	12%	·	-4%	7%
COc1ccccc1C(=O)N/C(=C\c1ccc(Br)cc1)C(=O)NCCO	7	?	-3%	-2	-1%	-4%	-2%	3%	-12%
Cc1cc(-c2cc(NC=O)c3ncc(-c4cccc(C(=O)NCCN(C)C)c4)n3c2)cc(C)c1O	-12	-7	26µM*	-3	16%	26µM*	·	29%	9%
CC(C)(C)c1ccc(OCCC(=O)Nc2cccc(S(=O)(=O)N3CCCC3)c2)cc1	-5	-2	-9%	2	?	-9%	?	-1%	?
COc1ccc(CNC(=O)c2ccc3nccnc3c2)cc1	2	-9	1%	16	5%	-15%	7%	8%	-8%
C=CCn1c(SCC(=O)N2CCOCC2)nc2ccccc2c1=O	-15	8	15%	13	2%	7%	-2%	-6%	-14%
Cc1[nH]c2ccccc2c1C1(O)C(=O)Nc2ccc(Cl)cc21 (centres undefined)	5	·	·	·	5%	·	·	-8%	?
Cc1ccc(-n2c(Cc3cccs3)nnc2SCC(=O)Nc2ccc(F)c(F)c2)cc1	22	8	-11%[9.24 µM]	3	13%	11µM*	-2%	-1%	-20%
COc1ccc(CN2C(=O)c3cccc4cccc(c34)C2c2nc3ccccc3[nH]2)cc1 (centres undefined)	-18	-23	-11%	-21	4%	-4%	·	-1%	?
O=C(NCCc1ccccc1)c1nc(CS(=O)(=O)c2ccc(Cl)cc2)no1	-5	10	0%	-6	-3%	-1%	-7%	-4%	-3%

(cont.)
SMILES	D3 ag	DRD3 antagonist	HT1080-NT tox	IL-1B inflam inh	KB-3-1 cytotox	HT1080 IDH1KD tx	SW480 rerep	GLP1R ag	KB-V1 cytotox
CC1CCc2c(sc(NC(=O)c3c([N+](=O)[O-])cnn3C)c2C(N)=O)C1 (centres undefined)	-2	11	10%	-7	5%	9%	9%	3%	-2%
COC(CNC(=O)c1ccc2c(c1)ncn2-c1ccc(C)cc1C)OC	3	2	28%	14	16%	21%	6%	16%	-3%
CN1C(=O)c2ccc(NC(=O)CSc3ccccc3)cc2C1=O	1	-14	7%	-11	0%	9%	17%	7%	-15%
CCOC(=O)c1cc2c(C(F)(F)F)cc(-c3cccnc3)nc2o1	7	-15	12%	18	-3%	14%	0%	-4%	3%
O=C(CN1C(=O)CCS(=O)(=O)c2ccccc21)NCc1ccc2c(c1)OCO2	5	0	15%	19	5%	20%	-8%	-10%	6%
Clc1cccc2sc(N3CCN(c4ccccc4)CC3)nc12	7	2	-3%	37	1%	-1%	0%	11%	-7%
O=C(Nc1ccccc1)OCc1cc(-c2ccccc2Cl)on1	-3	0	-21%	?	3%	-14%	-5%	?	-8%
COc1ccc(-c2cc(C(=O)NC(C)c3ccccn3)c3ccccc3n2)cc1OC (centres undefined)	-3	12	-3%	-15	14%	0%	292%	10%	?
COc1ccc2[nH]c(C(=O)O)c(NS(=O)(=O)c3ccc(F)cc3)c2c1	1	9	2%	0	0%	5%	?	0%	0%
Cc1ccc(C(=O)OC(C)CN2CCN(C)CC2)cc1 (centres undefined)	-22	-16	-1%	·	-4%	-4%	-39%	13%	-3%

(continued)
SMILES	D3 ag	DRD3 antagonist	HT1080-NT tox	IL-1B inflam inh	KB-3-1 cytotox	HT1080 IDH1KD tx	SW480 rerep	GLP1R ag	KB-V1 cytotox
Cc1cccc(NC(=S)NC(C)C(c2ccccc2)N2CCN(C)CC2)c1C (centres undefined)	-13	-25	-8%	-50*	-3%	-11%	0%	5%	?
Cc1ccc(NC(=O)Cn2cc(S(=O)(=O)c3ccc(C)cc3)c(=O)c3cc4c(cc32)OCO4)cc1	3	·	·	·	-12%	·	·	0%	0%
COC(=O)[C@H]1[C@H](C(=O)OC)[C@@H](C(=O)OC)N(c2ccc(OC)cc2)[C@@H]1C(=O)OC	3	-12	13%	24	14%	10%	?	0%	?
COc1cc(OC)cc(C(=O)NCCCCc2ccccc2)c1	-2	7	-20%	10	-10%	-9%	2%	25%	-21%
Cc1cccc(/C=N/n2c(C)nc3ccccc3c2=O)c1	-3	12	16%	-7	0%	0%	28%	1%	-16%
Cn1c(O)c(/C=N/NC(=O)c2cc3ccccc3cc2O)c2ccccc21	29	23	16µM*	83	?	?	?	1%	-22%
COc1cc(/C=N/NS(=O)(=O)c2ccc(C)c([N+](=O)[O-])c2)cc([N+](=O)[O-])c1O	-9	?	4%	21	-5%	4%	-4%	14%	7%
Cc1cnc([N+](=O)[O-])n1CCOC(=O)NC(=O)c1ccccc1Cl	1	6	1%	18	-2%	5%	-7%	2%	-2%
COc1cc(C(Nc2ccccn2)c2c(NC(=O)c3ccco3)sc(C)c2C)cc(OC)c1OC (centres undefined)	-1	5	-1%	-14	-12%	-1%	2%	29%	21%
CC(C)CCC(CC(C)O)C(=O)NNC(=S)Nc1ccccc1 (centres undefined)	-7	-8	-1%	-16	4%	1%	-14%	-3%	-1%

Next section.
SMILES	D3 ag	DRD3 antagonist	HT1080-NT tox	IL-1B inflam inh	KB-3-1 cytotox	HT1080 IDH1KD tx	SW480 rerep	GLP1R ag	KB-V1 cytotox
O=C1NC(c2ccc3c(c2)OCO3)Nc2ccccc21 (centres undefined)	-8	7	?	41	?	5%[9.24 µM]	?	-5%	?
O=C(c1cc2cc(C(F)(F)F)ccc2s1)N1CCOCC1	6	-4	13%	-8	-15%	18%	-2%	0%	-1%
Cc1ccc(/C=N/NC(=O)c2c[nH]c3ccccc23)s1	-16	-19	-2%	-25	-11%	-2%	4%	17%	2%
CC(C)(C)c1ccc(CC(=O)N2CCC2(C)C(=O)NS(=O)(=O)c2ccc(Cl)cc2)cc1 (centres undefined)	-14	?	10%	39	0%	9%	·	-6%	-11%
O=C(O)/C=C/c1ccc(OCCCF)cc1	-3	9	2%	12	9%	5%	-3%	-1%	25%
COc1ccc(C(=O)NC(=S)NNC(=O)c2cnccn2)cc1OC	5	4	3%	28	?	-19%	?	-1%	?
CCOC(=O)C1CCN(c2ccc(C(=O)O)cc2[N+](=O)[O-])CC1	-1	-12	7%	-29	7%	4%	-3%	-3%	1%
Cc1cccc(C)c1NC(=S)NNc1ncc(C(F)(F)F)cc1Cl	-2	7	1%	27	-1%	-15%	5%	11%	-13%
COC(=O)/C=C1\SC(=NC(=O)c2cccc([N+](=O)[O-])c2)NC1=O	1	4	18%	-7	-5%	6%	-10%	-1%	6%
CC1CC(CCC(=O)NC(=S)Nc2ccc(S(N)(=O)=O)cc2)C(=O)O1 (centres undefined)	-5	-4	-3%	-5	25%	19%	-16%	-2%	-9%

(next part)
SMILES	D3 ag	DRD3 antagonist	HT1080-NT tox	IL-1B inflam inh	KB-3-1 cytotox	HT1080 IDH1KD tx	SW480 rerep	GLP1R ag	KB-V1 cytotox
CC(=O)c1cc(C)c(OCc2cn(CC(=O)c3ccc(O)cc3)nn2)c(C)c1	-7	-14	5%	-4	4%	0%	-10%	0%	5%
COc1cc(C(=O)NNC(=O)c2ccccc2OCc2c(C)noc2C)cc(OC)c1OC	2	-2	1%	24	-1%	2%	-2%	12%	-15%
Cc1ccc(/C(N)=N/OC(=O)COc2ccccc2Cl)cc1	6	-13	10%	-21	-6%	13%	0%	2%	0%
c1ccc(-c2nnsc2-c2nc3ccccc3[nH]2)cc1	-5	3	-6%	55	3%	5%	-2%	9%	?
CN(/C(=N/S(=O)(=O)c1cccs1)c1ccccc1)c1ccc(O)cc1	2	7	7%	11	-2%	-9%	1%	1%	-14%
O=C(CSc1ncc(CO)n1Cc1ccc(F)cc1)NCc1ccco1	-12	·	·	·	17%	·	·	-6%	-4%
O=C(NCC1CC1)Nc1ccccc1F	4	5	1%	11	2%	4%	-4%	7%	17%
O=C(NC1CCCC1)C(c1ccsc1)N(C(=O)Cc1cccs1)c1cccc(F)c1 (centres undefined)	-5	-3	12%	14	-8%	-3%	2%	-3%	-17%
Cc1ncsc1C(=O)N1N=C2/C(=C/c3ccc(N4CCOCC4)cc3)CCCC2C1c1ccc(N2CCOCC2)cc1 (centres undefined)	11	1	6%	26	5%	5%	3%	21%	-27%
